DUSP3 inh = VHR1 phosphatase inhibitors, primary screen, biochemical, colorimetric, HTS; Dual specificity protein phosphatase 3 (Homo sapiens), P51452; 50,000 tested, 0.7% active; AID 1992, 2009; inhibition, % at 20 µM; recombinant VHR phosphatase, colorimetric substrate read-out; in the data active = inhibition above about 60%; note: some results filed as inactive read as strong as hits
Target sequence (P51452 whole entry, looked up): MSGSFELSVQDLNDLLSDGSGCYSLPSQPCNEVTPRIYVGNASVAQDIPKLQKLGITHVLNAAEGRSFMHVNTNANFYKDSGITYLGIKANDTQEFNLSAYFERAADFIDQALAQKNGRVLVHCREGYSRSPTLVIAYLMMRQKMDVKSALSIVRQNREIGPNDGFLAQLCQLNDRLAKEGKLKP
* = called active by the depositor. An excerpt. The share of hits here may be higher or lower than overall.

SMILES	DUSP3 inh
COc1ccc(C2Nc3ccccc3C(=O)N2Cc2ccco2)cc1COc1cccc(C)c1C (stereo not drawn)	-15
COc1ccc(C(=O)NC(=S)Nc2ccccc2Cl)cc1	3
COC(=O)C1=C(C)NC(=O)CC1c1ccccc1 (stereo not drawn)	0
Cc1ccccc1OCC(=O)Nc1ccc(Nc2ccccc2)cc1	-6
Cc1cc(C)n(CC(=O)n2nc(C)cc2C)n1	-9
Cc1ccc(Sc2ccc(/C=C3/SC(=S)N(C)C3=O)o2)cc1	-10
O=C(CCC1CCCC1)N1CCN(S(=O)(=O)c2ccccc2)CC1	5
CCOC(=O)c1c(N)sc(C(=O)N(C)Cc2ccccc2)c1C	-7
O=C1/C(=C/c2cn(Cc3ccccc3Cl)c3ccccc23)Sc2ccccc21	-3
CCCOC(=O)c1ccc(NC(=O)c2c(-c3c(Cl)cccc3Cl)noc2C)cc1	-12
NC(=O)c1ccc(NC(=S)Nc2ccc(F)cc2)cc1	5
O=C(O)CCCC(=O)Nc1cccc(C(=O)O)c1	-17
N#Cc1c(Nc2ccccc2)ccn(CC(=O)c2ccccc2)c1=O	4
O=S(=O)(c1ccc(F)cc1)n1nnc2ccccc21	-15
Cc1oc(C(=O)O)cc1CSCc1cc(C(=O)O)oc1C	-2
CCOC(=O)c1ccc(N2NC(=O)/C(=C/c3cccc(Br)c3)C2=O)cc1	27
CCOc1cccc(N2C(=O)CC(N3CCC(C(N)=O)(N4CCCCC4)CC3)C2=O)c1 (stereo not drawn)	-9
COc1ccc(N2C(=O)NC(=O)/C(=C/c3ccc(OCCOc4ccccc4)cc3)C2=O)cc1	-4
N#C/C(=C\c1ccc(-c2ccccc2)o1)C(=O)Nc1cccc2cccnc12	-31
C/C(CCc1oc2c(Br)cc(Br)cc2c1-c1ccc(C)o1)=N\O	-13
CC(C)C(=O)Nc1ccccc1C(=O)Nc1ccc(C(=O)O)cc1	2
O=C1C(=O)N(c2nncs2)C(c2cccc(Br)c2)/C1=C(\O)c1ccc(F)cc1 (stereo not drawn)	-30
O=C(CC1CCCCC1)Nc1ccccc1	97*
Cc1ccccc1NS(=O)(=O)c1cccc(C(=O)Nc2ccc(Cl)cc2)c1	12
CC(=O)NC12CC3(C)CC(C)(CC(O)(C3)C1)C2	-11
COc1cc(OC)cc(C(=O)Nc2ccc(OC)c3ccccc23)c1	-3
COc1cc(Nc2cc(C)c(C#N)c3nc4ccccc4n23)cc(OC)c1OC	11
N#C/C(=C/c1cc2c(cc1[N+](=O)[O-])OCO2)C(=O)Nc1ccc(F)cc1	7
Cc1cc(C)cc(OCC(=O)NNC(=O)CN2C(=O)c3ccccc3C2=O)c1	-34
COc1ccccc1CNC(=O)CC(c1ccccc1)c1ccccc1	-25
Cc1cc(C(C)(C)C)cc(C(C)(C)C)c1NC(=O)Cc1ccccc1	-20
Cc1cccc(C(=O)Nc2ccc(I)cc2Cl)c1	-4
CCOc1ccccc1N1C(=O)NC(=O)/C(=C/C=C/c2ccco2)C1=O	16
N#CC1CC(c2ccccc2)=NN1c1ccccc1 (stereo not drawn)	-7
COc1cc(C(=O)NC(NC(=S)Nc2ccc(Cl)c(Cl)c2)C(Cl)(Cl)Cl)cc(OC)c1OC (stereo not drawn)	-19
O=C(CSc1ccc2ccccc2n1)N/N=C/c1ccc(Br)cc1	-4
O=C(/C=C/Nc1ccccc1C(F)(F)F)c1ccc(Br)cc1	4
CP(C)(=O)CCP(=O)(c1ccccc1)c1ccccc1	6
CCCCCCC(=O)Nc1nnc(CC(C)C)s1	3
CC(C)Oc1ccc(Cc2n[nH]c(=S)n2-c2ccccc2)cc1	18
COc1ccc(C2C3=C(CC(C)(C)CC3=O)NC3=C2C(=O)CC(C)(C)C3)cc1Br	-24
COc1cc(C2C(C(=O)Nc3ccccc3C)=C(C)NC3=C2C(=O)CCC3)cc(OC)c1OC (stereo not drawn)	-7
c1ccc(-c2cnc(-c3cccnc3)o2)cc1	2
CCC1(C)CC(CCNCc2ccc(F)cc2)(c2ccccc2OC)CCO1 (stereo not drawn)	21
CCOc1cc(C(=S)N2CCC(C)CC2)ccc1O	21
COC(=O)CN(c1ccccc1OC)S(=O)(=O)c1ccccc1	-31
Cc1cccc(NC(=O)CCC(=O)NCCO)c1	8
O=C(NN1C(=O)/C(=C/c2ccc(O)c(O)c2)SC1=S)c1ccccc1Br	-10
COc1ccc(C2/C(=C(\O)c3ccc(Cl)cc3)C(=O)C(=O)N2CCCCCC(=O)O)c(OC)c1 (stereo not drawn)	-23
O=C(c1cc(F)c(F)cc1Cl)N1CCN(c2ccc([N+](=O)[O-])cc2Cl)CC1	8
COc1ccc(NC(=O)C2(C)CC3c4ccccc4C2c2ccccc23)cc1 (stereo not drawn)	2
COc1ccc2oc(=O)c(-c3ccc([N+](=O)[O-])cc3)cc2c1	4
CCC1CCCCN1CCCOc1ccc(Br)cc1 (stereo not drawn)	5
CS(=O)(=O)N(CC(=O)N1CCOCC1)c1cc(Cl)cc(Cl)c1	-11
O=C1OC(c2ccc(Br)cc2)=C/C1=C\C=C\c1ccccc1	14
CN(C)CCCOC(=O)c1ccccc1	6
CCOc1cc(/C=C2\C(=O)NC(=O)N(c3cc(C)cc(C)c3)C2=O)ccc1OCC(=O)O	-23
Cc1nn(-c2ccccc2)c(N2CCCCC2)c1/C=N/O	-11
Cc1ccccc1C(=O)Nc1sc2c(c1C(=O)N1CCN(C)CC1)CCCC2	-14
Cc1cc(C)cc(NC(=O)c2ccccc2Cl)c1	2

2 neighbouring compounds already listed, quoted:
SMILES	DUSP3 inh
COc1ccc(NC(=O)C2(C)CC3c4ccccc4C2c2ccccc23)cc1 (stereo not drawn)	2
COc1ccc2oc(=O)c(-c3ccc([N+](=O)[O-])cc3)cc2c1	4

Further compounds.
SMILES	DUSP3 inh
Cc1ccc(N2CC(C(=O)Nc3cccc(C)n3)CC2=O)cc1 (stereo not drawn)	5
CC(=O)Nc1ccc(NC(=O)c2cc3cc([N+](=O)[O-])ccc3oc2=O)cc1	-12
Cc1ccc(-n2nc3ccc(NC(=O)c4ccco4)cc3n2)cc1Cl	9
CC(C)(C)c1ccccc1OCC(=O)Nc1cccc(Cl)c1	-4
CCSC1(CCC(=O)OC)C(C)=C(C)C(=O)N1Cc1ccccc1 (stereo not drawn)	9
Cc1nc2ccccc2c(=O)n1N1C(=O)CCCC1=O	-13
C=C(C)c1cccc(C(C)(C)NC(=O)NCc2ccco2)c1	16
N#C/C(=C\c1ccccc1[N+](=O)[O-])C(N)=O	-18
COc1ccccc1-n1c(CN2C(=O)c3ccccc3C2=O)nc2ccccc2c1=O	-11
COc1ccccc1OCC(=O)Nc1nc(-c2cccs2)c(NC(=O)c2ccccc2)s1	-5
O=C(C1=C(O)C(=O)N(c2nncs2)C1c1ccc(F)cc1)c1cccs1 (stereo not drawn)	-22
COc1ccc(Br)cc1C(=O)Nc1ccc(Cc2ccncc2)cc1	1
O=C1NN(c2ccccc2)C(=O)/C1=C/c1ccccc1OCc1ccc(F)cc1	-13
Cc1ccc(/C=C/C(=O)Nc2ccc3c(c2)OCO3)cc1	-13
CC(=O)Nc1ccc(NS(=O)(=O)c2cccc3c2C(=O)c2ccccc2C3=O)cc1	-26
CCSC1=C(C#N)C(c2ccc([N+](=O)[O-])cc2)CC(=O)N1 (stereo not drawn)	12
COc1cc(/C=N/N2CCN(c3ccccc3)CC2)cc(OC)c1O	-21
C=CCNC(=S)N1CCN(CCNC(=O)C(=O)Nc2ccc(C)cc2)CC1	1
COc1ccccc1NC(=O)C1CCC(=O)N1 (stereo not drawn)	16
COc1ccc(Cl)cc1C(=O)N1CCN(c2cccc(Cl)c2)CC1	5
COc1ccccc1/C=C1/SC(=S)N(CCC(=O)N2c3ccccc3Sc3ccccc32)C1=O	-80
O=C(c1ccccc1Cl)N1CCN(c2ccc(Cl)cc2[N+](=O)[O-])CC1	-7
CCOCCOC(=O)c1cccc(NC(=O)c2ccccc2C)c1	-14
CCOC(=O)c1cccc(N2C(=O)C3C4C=CC(C4=C(C)C)C3C2=O)c1 (stereo not drawn)	29
O=C(/C=C/c1ccccc1)CC(=O)C(F)(F)F	23
COc1cc(C(=O)Nc2ccc3oc(-c4cccnc4)nc3c2)cc(OC)c1OC	3
O=C(Nc1ccccc1)Nc1nnc(SCCOc2ccccc2)s1	-33
C/C(=N/NC(=O)COc1ccc(C)cc1)c1cccc([N+](=O)[O-])c1	-7
CC(=O)c1ccc(OC(NC(=O)c2cccc(C)c2)C(Cl)(Cl)Cl)cc1 (stereo not drawn)	-17
COc1ccc(-c2nc3ccccc3c(C(=O)N3CCOCC3)c2C)cc1	-4
CCN1CCN(C(=O)COc2ccc(C34CC5CC(CC(C5)C3)C4)cc2)CC1	37
CN=CC1=C(O)C(C(=O)OC)C(C)(C)CC1=O (stereo not drawn)	2
Cc1ccc(Nc2cc(C)c3ccccc3n2)cc1	-3
CC1=C(C(=O)Nc2ccc(C)cc2)C(c2ccc(Br)cc2)NC(=S)N1 (stereo not drawn)	-10
O=C(Nc1ccc2nn(-c3ccc(Cl)cc3)nc2c1)c1ccc([N+](=O)[O-])cc1	4
c1ccc(OCCN2CCCCC2)cc1	-2
O=C1CCCC2=C1C(c1ccc(F)cc1)C1=C(CCCC1=O)O2	-4
CCC(C)NC(=O)COc1ccc2ccccc2c1 (stereo not drawn)	-5
O=C(Nc1ccc(Cl)c(Cl)c1)Nc1cccc(Cl)c1Cl	3
COc1cc(C(=O)Nc2c(C)cccc2C(C)C)c(Br)c(OC)c1OC	-24
Cc1cc(C)n(C(=O)CCC(=O)Nc2cccc(Cl)c2C)n1	1
CCOC(=O)C1=CN(c2ccc(OCC)cc2)C=C(C(=O)OCC)C1c1ccc2c(c1)OCO2	-7
CCN1CCN(C(=O)C2(C)CCCCC2)CC1	-81
CCCCc1c(C)nc2c(C)cccc2c1SCC(=O)O	6
CCc1cccc(NC(=O)CCc2ccccc2)c1	2
CCc1ccccc1NC(=O)COc1ccc(Br)cc1C(C)(C)C	3
CCOC(=O)C1=C(C)N=c2s/c(=C\c3ccc(N(C)C)cc3)c(=O)n2C1c1cccc(OC)c1 (stereo not drawn)	-44
COc1ccccc1C(=O)NC(NC(=O)c1ccccc1OC)c1ccc(Br)cc1	-13
O=C1C2C3C=CC(C3=C3CCCC3)C2C(=O)N1Cc1ccccc1 (stereo not drawn)	-26
O=C(Nc1ccccc1Br)c1ccccc1O	-1
CC(C)CN1C(=O)/C(=C/c2ccccc2F)SC1=S	-24
COc1cccc(C(CC(=O)O)NC(=O)c2ccccc2)c1 (stereo not drawn)	8
Nc1cccc(C2=Nc3cccc4cccc(c34)N2)c1	85*
NC1=NC2(CCCC2)N=C(Nc2ccc(F)cc2F)N1	-8
Cc1ccc(C2OCC3(CO)COC(c4ccc(C)cc4)N23)cc1 (stereo not drawn)	-22
Cc1cc(NC(=O)Cc2cccs2)ccc1NC(=O)c1cccs1	4
CC1(C)CC(CC(=O)O)(Cc2ccccc2)CCO1 (stereo not drawn)	1
Cc1oc(/C=N/NC(=O)CN(c2ccccc2)S(=O)(=O)c2ccccc2)cc1Br	7
CC(NC(=O)CSc1nnc(N)s1)c1ccccc1 (stereo not drawn)	2
CCOC(=O)c1ccc(NC(=O)C2CC(=O)N(c3ccc(Br)cc3)C2)cc1 (stereo not drawn)	-1
(further entries)
SMILES	DUSP3 inh
Cc1ccc(/C(O)=C2\C(=O)C(=O)N(CCCC(=O)O)C2c2ccccc2F)cc1 (stereo not drawn)	-11
O=C(CSc1nc2ccccc2[nH]1)NC1CCCC1	-2
COc1ccc(CC(=O)Nc2cc(NC(=O)Cc3ccc(OC)cc3)cc(C(=O)NC(C)(C)C)c2)cc1	0
Nc1ccc2[nH]nc3c2c1C(=O)c1ccccc1-3	9
C=CCOc1c(Br)cc(/C=C2\C(=O)NC(=O)N(c3ccc(Cl)cc3)C2=O)cc1OC	-6
O=C(O)CCN1C(=O)/C(=C/c2cccc(OCc3ccccc3)c2)SC1=S	-9
Cn1c(=O)cc2c3c(c(Nc4ccc(C=O)cc4)ccc31)C(=O)c1ccccc1-2	-65
O=[N+]([O-])c1ccc(C2Nc3ccc(OC(F)(F)F)cc3C3C=CCC32)cc1 (stereo not drawn)	-19
O=C(OCCN1CCOCC1)c1ccc(F)cc1	-32
COc1ccc(CN2CCN(Cc3ccccc3C(F)(F)F)CC2)cc1Br	3
Cc1ccc(S(=O)(=O)NCCN2CCOCC2)cc1	-16
COc1ccc(C)cc1NC(=O)c1ccc(C)c(C)c1	-2
CCOC(=O)C1=C(C)N=c2s/c(=C\c3ccc(C(C)=O)c(OC)c3)c(=O)n2C1c1ccccc1 (stereo not drawn)	-10
COc1cc(/C=N/N2CCN(Cc3cccc4ccccc34)CC2)cc(OC)c1O	-19
O=C(Nc1cc(C(F)(F)F)cc(C(F)(F)F)c1)c1ccc2c(c1)OCCO2	-2

Not a retest: 16 of the compounds above.
SMILES	DUSP3 inh
CCOC(=O)c1ccc(NC(=O)C2CC(=O)N(c3ccc(Br)cc3)C2)cc1 (stereo not drawn)	-1
Cc1ccc(/C(O)=C2\C(=O)C(=O)N(CCCC(=O)O)C2c2ccccc2F)cc1 (stereo not drawn)	-11
O=C(CSc1nc2ccccc2[nH]1)NC1CCCC1	-2
COc1ccc(CC(=O)Nc2cc(NC(=O)Cc3ccc(OC)cc3)cc(C(=O)NC(C)(C)C)c2)cc1	0
Nc1ccc2[nH]nc3c2c1C(=O)c1ccccc1-3	9
C=CCOc1c(Br)cc(/C=C2\C(=O)NC(=O)N(c3ccc(Cl)cc3)C2=O)cc1OC	-6
O=C(O)CCN1C(=O)/C(=C/c2cccc(OCc3ccccc3)c2)SC1=S	-9
Cn1c(=O)cc2c3c(c(Nc4ccc(C=O)cc4)ccc31)C(=O)c1ccccc1-2	-65
O=[N+]([O-])c1ccc(C2Nc3ccc(OC(F)(F)F)cc3C3C=CCC32)cc1 (stereo not drawn)	-19
O=C(OCCN1CCOCC1)c1ccc(F)cc1	-32
COc1ccc(CN2CCN(Cc3ccccc3C(F)(F)F)CC2)cc1Br	3
Cc1ccc(S(=O)(=O)NCCN2CCOCC2)cc1	-16
COc1ccc(C)cc1NC(=O)c1ccc(C)c(C)c1	-2
CCOC(=O)C1=C(C)N=c2s/c(=C\c3ccc(C(C)=O)c(OC)c3)c(=O)n2C1c1ccccc1 (stereo not drawn)	-10
COc1cc(/C=N/N2CCN(Cc3cccc4ccccc34)CC2)cc(OC)c1O	-19
O=C(Nc1cc(C(F)(F)F)cc(C(F)(F)F)c1)c1ccc2c(c1)OCCO2	-2

Screening results (PubChem BioAssay)
